# Compound activity from PubChem.
# DUSP3 inh = DUSP3 (human) phosphatase inhibition; P51452; recombinant VHR phosphatase, pNPP absorbance; inhibition, % at 13.3 µM; 290,000 tested, 0.52% active; in the data active = inhibition above about 50%; also: some compounds called inactive have numbers as strong as hits
# Target sequence (P51452 whole entry, looked up): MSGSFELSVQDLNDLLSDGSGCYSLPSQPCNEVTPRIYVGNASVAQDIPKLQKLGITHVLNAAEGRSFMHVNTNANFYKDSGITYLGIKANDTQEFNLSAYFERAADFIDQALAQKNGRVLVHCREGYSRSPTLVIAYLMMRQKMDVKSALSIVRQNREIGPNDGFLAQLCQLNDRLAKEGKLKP
# Mtb UGM inh = inhibitors of M. tuberculosis UDP-galactopyranose mutase; P9WIQ1; purified UGM, fluorescence polarization probe displacement; inhibition, % at 10 µM; 320,000 tested, 0.06% active; AID 504406; in the data active = inhibition above about 10%, passing the limit was not always enough
# CCHF vOTU inh = CCHFV vOTU protease inhibition; Pep-AMC fluorescence; inhibition, % at 11.5 µM; 370,000 tested, 0.55% active; AID 651958; in the data active = inhibition above about 30%; also: 0% = vehicle wells with enzyme and 100% = no enzyme wells
# Rv3671c inh = Rv3671c (M. tuberculosis) protease inhibition | inhibition, % at 5.96 µM | 320,000 tested, 0.048% active; in the data active = inhibition above about 38%;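 also: extracellular domain of Rv3671c used as enzyme; 0% = enzyme with DMSO and 100% = no enzyme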
# * marks the source's active call; other numbers are inactive results; / = no result given. Only part of the results is shown. The share of hits here may be higher or lower than overall.
# Preview:
SMILES,DUSP3 inh,Mtb UGM inh,CCHF vOTU inh,Rv3671c inh
COc1cc2ncnc(Nc3cccc(Cl)c3)c2cc1OC,26,/,/,/
CCn1cc(C(=O)O)c(=O)c2cnc(N3CCNCC3)nc21,-18,-0.6,/,4

# Main list, from the first entry:
SMILES,DUSP3 inh,Mtb UGM inh,CCHF vOTU inh,Rv3671c inh
COc1cc2ncnc(Nc3cccc(Cl)c3)c2cc1OC,26,/,/,/
CCn1cc(C(=O)O)c(=O)c2cnc(N3CCNCC3)nc21,-18,-0.6,/,4
CCCc1nc(C(C)(C)O)c(C(=O)O)n1Cc1ccc(-c2ccccc2-c2nn[nH]n2)cc1,35,-0.5,/,0
Cc1c(C)n(Cc2ccc(-c3ccccc3C(=O)O)cc2)c2ccc(C(=O)N[C@@H](C)c3ccc([N+](=O)[O-])cc3)cc12,/,/,42*,/
CCC(=O)N1CCN(c2ccc(-n3c(=O)ccc4cnc5ccc(-c6cnc7ccccc7c6)cc5c43)cc2C(F)(F)F)CC1,/,/,16,/

# One compound at a time, from the list above.
# Record of CCC(=O)N1CCN(c2ccc(-n3c(=O)ccc4cnc5ccc(-c6cnc7ccccc7c6)cc5c43)cc2C(F)(F)F)CC1 = DUSP3 inh: /; Mtb UGM inh: /; CCHF vOTU inh: 16; Rv3671c inh: /
# Record of CCCc1nc(C(C)(C)O)c(C(=O)O)n1Cc1ccc(-c2ccccc2-c2nn[nH]n2)cc1 = DUSP3 inh: 35; Mtb UGM inh: -0.5; CCHF vOTU inh: /; Rv3671c inh: 0
